# Bioassay records as filed in PubChem BioAssay.
# NR2E3 agonist – inhibitors of NR2E3-RetCOR corepressor binding, primary screen, NR2E3 agonist project, biochemical, TR-FRET, GST-NR2E3, biotin-RetCOR; 320,000 compounds, 0.12% hits; 1536-well; AID 2300, 2010; inhibition of corepressor binding, % at 4.78 µM;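 active = percent inhibition above the cutoff of mean plus 3 SD of all tested compounds, set per screening campaign, cut at about 20% in these data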;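 note: 0% = DMSO wells and 100% = biotin wells as full block of FRET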
# Target sequence (Q9Y5X4 whole entry, looked up): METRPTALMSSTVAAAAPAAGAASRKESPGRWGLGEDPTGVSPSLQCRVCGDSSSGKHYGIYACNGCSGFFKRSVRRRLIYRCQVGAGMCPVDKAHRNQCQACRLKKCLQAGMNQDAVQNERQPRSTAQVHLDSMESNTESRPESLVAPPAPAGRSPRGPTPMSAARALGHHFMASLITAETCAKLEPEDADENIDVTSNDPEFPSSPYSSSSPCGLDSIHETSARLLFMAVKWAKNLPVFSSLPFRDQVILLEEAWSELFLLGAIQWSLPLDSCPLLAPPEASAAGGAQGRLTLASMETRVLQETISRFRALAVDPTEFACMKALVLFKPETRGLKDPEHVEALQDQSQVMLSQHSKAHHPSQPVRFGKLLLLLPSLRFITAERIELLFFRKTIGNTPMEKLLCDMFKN
#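 System: GST-NR2E3 and biotin-RetCOR proteins; probe or stimulus: 7 nM biotin-RetCOR; doses: compound at 4.8 µM, single dose; schedule: Compound–protein incubation for 5 h at 4 °C; detection: time-resolved FRET; read-out: percent inhibition; controls: biotin wells as high control, 0.6% DMSO wells as low control; format: 1536-well plates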
# Starred values were filed as active, the others as inactive.
SMILES,NR2E3 agonist
Brc1ccc2[nH]c3c(N4CCc5ccccc5C4)ncnc3c2c1,0
O=c1cc(-c2c(F)c(F)c(F)c(F)c2F)oc2c(F)c(F)c(F)c(F)c12,1
COc1cc(C(=O)NCCN2C(=O)S/C(=C\c3ccc(F)cc3)C2=O)ccc1OCC(=O)N1CCOCC1,2
CC1CN(c2nc3ccccc3nc2C(C#N)C(=O)NC2CCCCC2)CC(C)O1 (stereo unspecified),2
O=c1c2c3c(sc2nc(N2CCNCC2)n1-c1cccc(Cl)c1)CCCCC3,1
NC(=O)CC[C@@H]1NC(=O)[C@H](CO)NC(=O)c2cc([N+](=O)[O-])cc(I)c2NCCCC[C@@H](C(N)=O)NC(=O)[C@H](Cc2ccc(O)cc2)NC1=O,-1
O=C(N/N=C/c1c(O)ccc2ccccc12)Nc1ccccc1,-2
CC(=O)C1=C(C)NC(SCC(=O)c2ccccc2)=C(C#N)C1c1ccco1 (stereo unspecified),0
O=C(Nc1ccc(F)c(F)c1)c1ccc(F)c(S(=O)(=O)N2CCOCC2)c1,-4
COC(=O)[C@@]1(Cc2ccc(F)cc2)[C@H]2c3cc(C(=O)N4CCCC4)n(CCc4c[nH]c5ccc(OC)cc45)c3C[C@H]2CN1C(=O)c1ccccc1,1
N=C(N)N1CCN(Cc2ccccc2)CC1,3
NC(=O)[C@H]1CC2(CC(c3cccc(NC(=O)[C@H]4CCC(=O)N4)c3)=NO2)CN1C(=O)CC(c1ccccc1)c1ccccc1 (stereo partly specified),1
CCOC(=O)c1c(NC(=O)N/N=C/c2ccc(O)c(OC)c2)sc(C(C)=O)c1C,-1
O=C(NCCO)Nc1ccc2nc(-c3ccco3)c(-c3ccco3)nc2c1,46*
Clc1ccc(Cn2ncc3c(NCc4ccccc4)ncnc32)c(Cl)c1,-3
Clc1ccc(Cn2ncc3c(NCc4ccco4)ncnc32)c(Cl)c1,2
O=[N+]([O-])c1ccc(C2Oc3ccccc3C3CC(c4ccccc4)=NN32)s1 (stereo unspecified),4
Cn1ccnc1SCC(=O)Nc1ccc2c(c1)OC(F)(F)O2,-1
O=c1c2ccccc2c(C=NC2CCN(Cc3ccccc3)CC2)c(O)n1Cc1ccc2c(c1)OCO2,1
C=C1SC(=Nc2ccccc2Cl)N(C(=O)c2sc3ccccc3c2Cl)C12CCCCC2,4
CCN(CC)C(=O)[C@]1(c2ccccc2)C[C@@H]1CN,-2
O=C(NCc1cc(C(F)(F)F)cc(C(F)(F)F)c1)C1CC(c2ccccc2C(F)(F)F)=NO1 (stereo unspecified),-1
Cc1ccc2c(Cl)cc(Cl)c(OCC(=O)Nc3ccc(C)c(S(=O)(=O)N(C)C)c3)c2n1,-5
CC(C)CNC(=O)c1ccc(Cl)c(NC(=O)COc2ccccc2)c1,6
O=C(NC(=S)Nc1ccc2oc(=O)ccc2c1)c1ccc(-c2cccc(Cl)c2Cl)o1,2
O=C(CN1C2=NCCN2c2ccccc21)N1CCOCC1,1
COc1ccc(CN(C)c2nc(-c3cccnc3)nc3ccccc23)cc1OC,3
COc1cccc(-c2cc(=O)c3cc(NC(=O)c4ccc(N(C)C)cc4)ccc3[nH]2)c1,-2
CSc1nc(-c2ccco2)nn1S(=O)(=O)c1ccccc1,2
CCOC(=O)/C(N=Nc1sc(C(=O)OCC)c(C)c1C(=O)OCC)=C(\C)O,3
COc1ccc(N2CCC(CNC(=S)Nc3cccc(OC)c3)C2)cc1 (stereo unspecified),2
CCC(C)NC(=S)N1CCN(C)CC1 (stereo unspecified),2
Cc1occc1-c1nnc(SCC(=O)Nc2nccs2)n1CCc1ccccc1,-3
CCCCNC(=O)c1c(N)n(/N=C/c2ccccn2)c2nc3ccccc3nc12,-1
COc1ccc(N(CC(=O)N/N=C/c2cc3ccc(OC)cc3nc2Cl)S(=O)(=O)c2ccccc2)cc1,-2
OCCNc1nc(Nc2ccc(Br)cc2)nc2ccccc12,1

# Arranged by count of non-hydrogen atoms (falling): part of the list above
SMILES,NR2E3 agonist
O=c1c2ccccc2c(C=NC2CCN(Cc3ccccc3)CC2)c(O)n1Cc1ccc2c(c1)OCO2,1
O=C(NCc1cc(C(F)(F)F)cc(C(F)(F)F)c1)C1CC(c2ccccc2C(F)(F)F)=NO1 (stereo unspecified),-1
COc1cccc(-c2cc(=O)c3cc(NC(=O)c4ccc(N(C)C)cc4)ccc3[nH]2)c1,-2
O=C(NC(=S)Nc1ccc2oc(=O)ccc2c1)c1ccc(-c2cccc(Cl)c2Cl)o1,2
COc1ccc(CN(C)c2nc(-c3cccnc3)nc3ccccc23)cc1OC,3
CCOC(=O)/C(N=Nc1sc(C(=O)OCC)c(C)c1C(=O)OCC)=C(\C)O,3
COc1ccc(N2CCC(CNC(=S)Nc3cccc(OC)c3)C2)cc1 (stereo unspecified),2
CC(C)CNC(=O)c1ccc(Cl)c(NC(=O)COc2ccccc2)c1,6
OCCNc1nc(Nc2ccc(Br)cc2)nc2ccccc12,1
O=C(CN1C2=NCCN2c2ccccc21)N1CCOCC1,1
CCN(CC)C(=O)[C@]1(c2ccccc2)C[C@@H]1CN,-2
CCC(C)NC(=S)N1CCN(C)CC1 (stereo unspecified),2

# Going on with the list:
SMILES,NR2E3 agonist
CCCCC/C=C\C/C=C\C/C=C\C/C=C\CCCC(=O)O,-1
NC(=O)c1ccc(N=Nc2c(O)c3ccccc3[nH]c2=O)cc1,-3
COc1ccc(-n2nc(C(=O)Nc3nc4ccc(OC)cc4s3)c3ccccc3c2=O)c(OC)c1,0
O=C(/C=C/c1ccc(Cl)cc1)NC(=S)NN1CCCCC1c1cccnc1 (stereo unspecified),-1
CC(Sc1ccsc1[N+](=O)[O-])C(=O)NCc1ccccc1 (stereo unspecified),2
Cc1c(/C=N/NC(=O)c2cccnc2)c2ccccn2c1C(=O)c1ccc(F)cc1,2
Cc1ccc(Cn2c(=N)c(C#N)cc3c(=O)n4cccc(C)c4nc32)cc1,0
CC(C)CC(=O)N1CC(C)N(C(=O)CC(C)C)CC1C (stereo unspecified),2
COC(=O)c1[nH]c2cccc(OC)c2c1NC(=O)CCN1CCC(C(N)=O)CC1,-3
O=C(O)c1cc2sccc2s1,-2
CCCCCOc1ccc(N2C(=O)C(C)CNC2=S)cc1 (stereo unspecified),0
COC(=O)c1ccc(NCC(=O)N2CCCCCC2)cc1,0
CC1(OC(=O)c2cccs2)C(=O)C=C2C=C(c3ccsc3)OC=C2C1=O (stereo unspecified),1
C=C(C)CN1C(=O)C(=O)N(CC(=C)C)C1=O,0
COCCn1c(SCC(=O)Nc2ccc(OC)cc2)nc2c(oc3ccccc32)c1=O,5
COC(=O)c1ccc(OC(=O)c2ccccc2F)cc1,-1
COc1ccc(-c2cc(C(F)(F)F)c(C#N)c(SCC(=O)Nc3ccccc3C#N)n2)cc1,0
Nc1ccc(N2CCCCCC2)cc1,4
CCc1nc2sc3c(Cl)ncnc3c2c2c1CCCC2,5
COC(=O)c1cccc(OC(N)=O)c1,1
COC(=O)/C=C1\OC(c2ccccc2)=CC1=O,-1
CC(=O)c1sc(NC(=O)COc2c(C)cc(Cl)cc2C)nc1C,3
Cc1ccc(/C=C/C(=O)c2ccc([N+](=O)[O-])o2)cc1,14
O=C(N/N=C/c1cccnc1)c1ccccc1OCc1ccc(Cl)cc1,-2
COc1ccc(C2C=C(c3ccccc3)Nc3nc(CCCO)nn32)cc1 (stereo unspecified),1
CN(C)c1ccc(/C=c2/sc3n(c2=O)NC2(c4ccccc4)N(C)C(=O)N(C)C2(c2ccccc2)N=3)cc1 (stereo unspecified),-1
CN(C)S(=O)(=O)c1ccc(NC(=S)NC(=O)c2ccc(Br)o2)cc1,-4
O=C(OCCN1C(=O)c2cccc3c(N4CCOCC4)ccc(c23)C1=O)c1cccc(Cl)c1,0
CCN1/C(=C/c2ccc3ccc(C)cc3[n+]2CC)Sc2ccccc21,1
CCC(=O)NCCNc1ccc([N+](=O)[O-])cn1,1
O=C(NC(=O)c1ccccc1)NC1(C(F)(F)F)OCCO1,-2
COC(=O)c1ccc(S(=O)(=O)c2ccc(C(=O)OC)s2)s1,-3
CCn1cc(C(=O)O)c(=O)c2cnc(N3CCN(C(=S)Nc4ccc(F)cc4)CC3)nc21,3
S=C(NCCc1ccccc1)N/N=C/C1CCCCC1,2
CCCCCCN(C(=O)CCCCCN1C(=O)NC(c2ccc(-c3ccccc3)cc2)C(C(=O)OCc2ccccc2)=C1C)C(C)C(=O)NCCCC (stereo unspecified),1
COc1ccc(/C(C)=N/Nc2nc3ccccc3n3cnnc23)cc1OC,3
Brc1ccccc1CN1CCN(Cc2c[nH]c3ccccc23)CC1,1
CCOC(=O)CCc1c(C)c2ccc(OCc3cc([N+](=O)[O-])ccc3OC)c(C)c2oc1=O,-2
Cc1ccc(NC(=O)CCNS(=O)(=O)c2cc(Br)cnc2N)c(Cl)c1,4
Cc1cccc2c1Sc1ccc(Cl)cc1CC2N1CCNCC1 (stereo unspecified),-1
O=C(C1CC2CCC1C2)N1CCN(Cc2ccc3c(c2)OCO3)CC1 (stereo unspecified),5
Clc1nc(Cl)nc(-c2cn(-c3ccccc3)c3ccccc23)n1,0
CCOC(=O)CC(N)c1ccc2c(c1)OCO2 (stereo unspecified),5
NC(=O)c1ccccc1Nc1nc2nc3ccccc3c(=O)n2cc1Br,-2
Cc1c(Cl)cn2c(=O)cc(CN(C)Cc3nc4ccccc4c(=O)[nH]3)nc2c1Cl,-5
CCOC(=O)C1=C(C)Nc2nnnn2C1c1c[nH]c2ccccc12 (stereo unspecified),4
Cc1c(NC(=O)COc2ccc3ccccc3c2)c(=O)n(-c2ccccc2)n1C,-1
CC(C)C[C@@H]1NC(=O)[C@H](C(C)C)NC(=O)c2cc([N+](=O)[O-])cc(I)c2NCC[C@@H](C(N)=O)NC1=O,0
CCCn1c(N/N=C(C)\C=C\c2ccccc2)nc2c1c(=O)[nH]c(=O)n2C,-3
CSCCC(NC(=O)c1ccco1)C(=O)OCC(=O)Nc1sccc1C#N (stereo unspecified),2
Cn1c(N)c(C(=O)COC(=O)c2cc(-c3ccco3)nc3ccccc23)c(=O)n(Cc2ccccc2)c1=O,4
Cc1c(NC(=O)CC2NC(=O)NC2=O)c(=O)n(-c2ccccc2)n1C (stereo unspecified),-1
Nc1ccc(Sc2ccccc2CC(=O)O)cc1,3
C[C@H]1COc2c(C3(N)CC3)c(F)cc3c(=O)c(C(=O)O)cn1c23,-3
O=C1CCCC/C1=N\Nc1ccc(C2CCCCC2)cc1,0
O=C(CC(=O)N/N=C/c1c(F)cccc1Cl)NCc1ccccc1,0
CC(C)=CCc1c(-c2ccc(O)cc2O)oc2cc3c(c(O)c2c1=O)C=CC(C)(C)O3,3
CCOCCCNC(=O)Cc1ccc(F)cc1,1
NNC(=O)c1nn(-c2ccccc2)cc1O,-5
COc1ccc2no[n+]([O-])c2c1,0
# More structures
SMILES,NR2E3 agonist
CC(Oc1ccc(Br)cc1Br)C(=O)NC1CCCC1 (stereo unspecified),2
O=C(O)c1cc(S(=O)(=O)Nc2ccc3oc(=O)sc3c2)ccc1O,4
CCOc1ccccc1NC(=O)c1ccc([N+](=O)[O-])cc1,3
O=C(CSc1nc(C2CC2)nc2ccccc12)N1CCc2ccccc2C1,4
C#CCOCCOCCOCCNc1nc(N2CCN(C(=O)[C@H](CCCCN)n3cc([C@@H](N)CO)nn3)CC2)nc(N2CCN(C(=O)[C@H](Cc3cc4ccccc4[nH]3)n3cc([C@@H](N)CC(C)C)nn3)CC2)n1,-1
Cc1ccc(S(=O)(=O)N2CCC(=O)N(C(COCc3ccc(Cl)c(Cl)c3)Cc3ccccc3)CC2)cc1 (stereo unspecified),2
CC1CCC(NC(=O)CN2C(=O)COc3ccc(S(=O)(=O)N4CCCC4)cc32)CC1 (stereo unspecified),0
CC(=O)Nc1ccc(S(=O)(=O)Oc2ccc3c(c2)C(C)=CC(C)(C)N3)cc1,3
CC(=O)SCC(Cc1ccccc1)C(=O)NCC(=O)OCc1ccccc1 (stereo unspecified),0
Cc1cc(OCCN2CCCCC2)nc2ccccc12,-2
CCCCC1=CC2=CC(=O)C(C)(OC(=O)c3cnc4ccccc4n3)C(=O)C2=CO1 (stereo unspecified),5
C[C@H]1CC[C@H]2C(=O)N3[C@H](c4ccccc4Br)[C@@H](C)CC[C@H]3C(=O)N2[C@@H]1c1ccccc1Br,2
CC1(C)Cc2c(sc3c2c(N)nc(=S)n3Cc2ccccc2)CO1,0
Cc1nn(-c2ccccc2)c(Cl)c1/C=N/NC(=O)CCNc1n[nH]c(=O)[nH]c1=O,3
O=C(CCNC(=O)c1ccccc1)N=Nc1c(O)[nH]c2ccccc12,3
C#CCOCCOCCOCCNc1nc(N2CCN(C(=O)[C@H](CCC(=O)O)n3cc(C(N)Cc4ccc(O)cc4)nn3)CC2)nc(N2CCN(C(=O)[C@H](Cc3cc4ccccc4[nH]3)n3cc(C(N)CC(C)C)nn3)CC2)n1 (stereo partly specified),-1
COc1ccc(NC(=O)N(Cc2cccs2)Cc2cc3cc4c(cc3[nH]c2=O)OCO4)cc1,1
C/C=C\C=C\C(=O)Nc1cccc(C2=NOC3(C2)C[C@H](C(N)=O)N(C(=O)c2ccccc2C(=O)c2ccccc2)C3)c1 (stereo partly specified),-2
Cc1c(C2C(C#N)=C(N)N(c3cccc([N+](=O)[O-])c3)C3=C2C(=O)CCC3)cnn1C (stereo unspecified),1
CCN(CC)CCN1C(=O)C(O)=C(C(=O)c2cc3cccc(OC)c3o2)C1c1cccs1 (stereo unspecified),13
COC(=O)N1CCN(c2ccc(C)c(C)c2)CC1,1

# Quoted from the listing.
# For NR2E3 agonist, CCN(CC)CCN1C(=O)C(O)=C(C(=O)c2cc3cccc(OC)c3o2)C1c1cccs1 (stereo unspecified) has the entry 13
# For NR2E3 agonist, CC1(C)Cc2c(sc3c2c(N)nc(=S)n3Cc2ccccc2)CO1 has the entry 0

# Fetched by compound from above (two):
SMILES,NR2E3 agonist
O=C(O)c1cc2sccc2s1,-2
COC(=O)c1ccc(NCC(=O)N2CCCCCC2)cc1,0

# These rows are one share of the data; count on the stated rates, not on these rows.
